TLR9-MyD88 block – inhibitors of TLR9-MyD88 association in cells, primary screen, cell-based, CHO, BLA complementation, fluorescence; CCF4 FRET ratio; Toll-like receptor 9 (Homo sapiens) + Myeloid differentiation primary response protein …; 340,000 compounds, 0.21% hits; inhibition, % at 4.98 µM;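 active = inhibition above the mean over all tested compounds plus 3 SD, cut at about 21% in these data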;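 note: 0% = DMSO only wells and 100% = clavulanate BLA inhibitor control wells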
COUP-TFII inh – NR2F2 transcriptional activity inhibitors, primary screen, cell-based, luciferase reporter, HEK293T, luminescence; HEK293T NGFI-A luciferase reporter; inhibition, % at 8.6 µM; 370,000 compounds, 0.7% hits; AID 686940, 2013;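 active = inhibition above a per-plate cutoff, mean inhibition of test wells between control levels plus 3 SD, cut at about 38% in these data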;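 note: cells cotransfected with COUP-TFII expression vector driving the NGFI-A reporter; 0% = median of COUP-TF2 test wells and 100% = reporter-only cells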
NR5A2 inv ag – LRH-1 (NR5A2) inverse agonists, primary screen, cell-based, luminescence, HEK293T, StAR-luciferase reporter. Nuclear receptor subfamily 5 group A member 2 (Homo sapiens), O00482. LRH-1 transfected, 24 h. inhibition, % at 3.6 µM. 360,000 compounds, 0.13% hits;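 active = inhibition above the mean inhibition of all tested compounds plus 3 SD, cut at about 73% in these data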;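 note: 0% = DMSO wells and 100% = reporter-only cells lacking LRH-1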
Target sequence (O00482 whole entry, looked up): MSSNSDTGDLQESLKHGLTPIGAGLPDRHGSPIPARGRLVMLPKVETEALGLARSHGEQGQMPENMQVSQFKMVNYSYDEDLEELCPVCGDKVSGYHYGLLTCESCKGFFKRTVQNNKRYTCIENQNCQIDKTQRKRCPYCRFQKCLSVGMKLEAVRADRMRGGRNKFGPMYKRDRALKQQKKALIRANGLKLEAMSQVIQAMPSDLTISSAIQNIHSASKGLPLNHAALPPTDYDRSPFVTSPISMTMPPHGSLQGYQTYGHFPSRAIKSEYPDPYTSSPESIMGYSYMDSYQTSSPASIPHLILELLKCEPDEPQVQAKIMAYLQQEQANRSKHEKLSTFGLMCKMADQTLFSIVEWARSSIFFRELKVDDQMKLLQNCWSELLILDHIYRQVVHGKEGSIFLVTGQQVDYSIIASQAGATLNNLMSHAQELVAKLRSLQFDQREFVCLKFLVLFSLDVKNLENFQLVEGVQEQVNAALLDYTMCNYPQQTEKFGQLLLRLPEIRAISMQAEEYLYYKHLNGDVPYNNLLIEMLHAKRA
ABHD5 PLIN5 PPI – ABHD5-PLIN5 interaction inhibitors, primary screen, cell lysate, split luciferase complementation, luminescence | Perilipin-5 (Homo sapiens) + 1-acylglycerol-3-phosphate O-acyltransferase ABHD5 (Homo … | Split G. princeps luciferase complementation, 4 h | inhibition, % at 4 µM | 360,000 compounds, 0.78% hits;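 active = inhibition above the mean inhibition across every tested compound plus 3 SD, cut at about 22% in these data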;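 note: 0% = DMSO only wells and the 100% control is not disclosed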
MC4R barr agon – MC4R agonists recruiting beta-arrestin, primary screen, cell-based, luminescence, agonist arm of biased-ligand search; Melanocortin receptor 4 (Homo sapiens), P32245; U2OS MC4R beta-arrestin complementation; percent of melanotan II response, DMSO zero; activation, % at 8.9 µM; 360,000 compounds, 0.98% hits;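 active = activation above a per-plate cutoff, the mean activation of sample wells on that plate plus 3 SD, cut at about 8% in these data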
Target sequence (P32245 whole entry, looked up): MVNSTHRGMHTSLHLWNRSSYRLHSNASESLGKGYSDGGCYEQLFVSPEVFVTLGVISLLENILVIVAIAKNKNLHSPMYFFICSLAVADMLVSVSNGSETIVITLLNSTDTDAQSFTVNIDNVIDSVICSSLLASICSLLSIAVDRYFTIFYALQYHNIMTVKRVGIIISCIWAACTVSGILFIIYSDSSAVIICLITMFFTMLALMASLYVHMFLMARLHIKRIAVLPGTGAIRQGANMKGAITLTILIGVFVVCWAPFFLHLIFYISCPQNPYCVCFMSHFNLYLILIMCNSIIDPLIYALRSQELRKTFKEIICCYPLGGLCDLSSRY
MC4R antag cAMP – MC4R antagonists of cAMP signaling, primary screen, cell-based, TR-FRET, antagonist arm of biased-ligand search; MC4R-expressing cells, MTII-stimulated cAMP, LANCE TR-FRET; inhibition, % at 6.5 µM; 360,000 compounds, 0.48% hits;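 active = inhibition above its plate's cutoff, the mean of tested wells on that plate plus 3 SD, cut at about 29% in these data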;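 note: 0% = Melanotan II alone and 100% = Melanotan II plus saturating MCL0020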
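Material – human MC4R-expressing U2OS cells · Repeats – no replicates · Detection – TR-FRET with Eu-cAMP and labeled anti-cAMP, 671 nm · Times – compound 30 min, challenge 1 h, detection 1 h · Compound – single nominal compound dose of 6.5 µM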
SRC1 inh – SRC1 coactivator transcriptional activity inhibitors, primary screen, cell-based, luminescence. HEK293 GAL4-SRC1 luciferase reporter. Nuclear receptor coactivator 1 (Homo sapiens), Q15788. inhibition, % at 3.6 µM. 360,000 compounds, 0.12% hits;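 active = inhibition above the campaign mean plus 3 SD, with each screening campaign given its own cutoff, cut at about 60% in these data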;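 note: 0% = DMSO treated cells and 100% = gossypol at 36 µM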
NOD2-RIPK2 inh – NOD2-RIPK2 binding disruptors in cells, primary screen, fluorescence, CHO cells, BLA complementation | 360,000 compounds, 0.38% hits | CCF4 ratio | AID 624267, 2012 | inhibition, % at 4.98 µM | Receptor-interacting serine/threonine-protein kinase 2 (Homo sapiens), O43353; in the data active = inhibition above about 21%;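 note: 0% = vehicle only and 100% = reference blocker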
SRC2 inh – inhibition of GAL4-SRC2 driven luciferase reporter, primary screen, SRC2 inhibitor project, cell-based, luminescence. HEK293 GAL4-SRC2 luciferase reporter. inhibition, % at 9 µM. 370,000 compounds, 0.17% hits. AID 651957, 2012;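 active = inhibition above the mean inhibition of all tested compounds plus 3 SD, set per campaign, cut at about 52% in these data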;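 note: 0% = DMSO treated cells and 100% = cells given Gossypol at 36 µM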
EBV LMP1 NFkB – EBV LMP1-driven NF-kappaB luciferase reporter inhibitors, primary screen, cell-based, luminescence, single point | inhibition, % at 12.5 µM | AID 504558, 2011 | 350,000 compounds, 0.69% hits | LMP1-induced NF-kappaB luciferase reporter cells; in the data active = inhibition above about 41%;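 note: 0% = neutral control wells and 100% = reference inhibitor control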
NCOA3 inh – SRC3 coactivator transcriptional activity inhibitors, primary screen, cell-based, luminescence | Nuclear receptor coactivator 3 (Homo sapiens), Q9Y6Q9 | HEK293 GAL4-SRC3 luciferase reporter | inhibition, % at 3.6 µM | 360,000 compounds, 0.17% hits | AID 588352, 2011;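 active = inhibition above a per-campaign cutoff, the mean of all compounds plus 3 SD, cut at about 60% in these data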;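 note: 0% = DMSO-treated cells and 100% = gossypol-treated cells at 36 µM; higher means less SRC3-driven luciferase light from the GAL4 reporter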
* hit, by the source's call; · = not tested or not shown. Some of the compounds tested; count on the stated rates, not on these rows.

# | TLR9-MyD88 block | COUP-TFII inh | NR5A2 inv ag | ABHD5 PLIN5 PPI | MC4R barr agon | MC4R antag cAMP | SRC1 inh | structure | NOD2-RIPK2 inh | SRC2 inh | EBV LMP1 NFkB | NCOA3 inh
1 | -4 | -56 | -136 | 1 | 0.0 | 1 | -66 | Cc1ccc(Nc2ncnc3ccccc23)cc1 | -7 | -7 | -7 | -42
2 | 1 | -11 | 1 | 17 | 1.1 | -1 | 11 | O=C1CCCN1CCC1CCN(C2CC(=O)N(Cc3ccc(N4CCCC4=O)cc3)C2=O)CC1 (stereo unspecified) | -5 | 25 | -9 | -10
3 | 4 | -3 | 4 | 0 | -0.4 | 15 | 8 | Cc1cc2ncn(C(=O)c3c(-c4ccccc4Cl)noc3C)c2cc1C | -8 | -5 | -28 | -20
4 | -5 | 0 | -27 | -3 | 0.3 | 7 | -9 | Cc1cccc(-n2ccnc2SCC(=O)Nc2ccc3c(c2)OCCO3)c1 | 7 | -4 | -5 | -2
5 | 4 | -15 | -42 | 2 | -1.8 | 2 | -58 | CC(C)(C)c1ccc(C(=O)N2CCC(C(=O)NCC3CCCO3)CC2)cc1 (stereo unspecified) | 1 | -20 | -8 | -9
6 | 6 | 3 | 1 | 1 | 4.4 | -6 | 7 | CCSc1cc(N2CCCC2)nc(-c2cccc(C)c2)n1 | 5 | -7 | -9 | 17
7 | 5 | 8 | 16 | 9 | -0.5 | -4 | 20 | Cc1cc([N+](=O)[O-])nn1CC(=O)NNC(=S)Nc1ccc(F)cc1 | -8 | 4 | 5 | 17
8 | -5 | 3 | 11 | 4 | 9.3* | 0 | 7 | c1ccc(Cn2c(-c3ccccc3)nc3nc4ccccc4nc32)cc1 | -2 | -10 | 6 | -1
9 | -12 | -65 | -111 | -2 | -2.0 | -11 | -112 | COc1ccc(-c2cc3ncccc3cn2)cc1 | -10 | -78 | -16 | -107
10 | -7 | 2 | 10 | 6 | 0.1 | 15 | 4 | COc1cc2sc(C)nc2cc1C | -11 | -6 | 3 | 3
11 | -11 | 6 | 16 | -3 | -1.8 | -1 | -5 | CC(c1nnc(SCC(=O)NC(=O)NCc2ccco2)n1-c1ccc(Cl)cc1)N(C)C (stereo unspecified) | 1 | 25 | 4 | 13
12 | -5 | 20 | -14 | -4 | 3.0 | 13 | -26 | Cc1onc(-c2ccccc2Cl)c1C(=O)N1CCCC1 | -1 | -5 | 3 | -4
13 | -10 | -2 | -6 | 16 | -2.9 | 8 | -39 | COC(=O)CC1=C(c2ccc([N+](=O)[O-])cc2)CCC1=O | 2 | 4 | 5 | 3
14 | -6 | 10 | 8 | 6 | -1.2 | 1 | 6 | Cc1[nH]c(=O)[nH]c(=O)c1S(=O)(=O)N1CCCC(C(=O)N2CCN(c3cccc(C(F)(F)F)c3)CC2)C1 (stereo unspecified) | -15 | -2 | -16 | 7
15 | -7 | 13 | 0 | -2 | 0.2 | 1 | -6 | CCCNc1ncnc2nc[nH]c12 | -17 | 14 | 3 | 3
16 | 1 | -18 | -120 | 6 | 1.2 | 8 | -65 | COc1ccc(Cn2c(C3CC3)nc3ccc(NC(=O)c4ccco4)cc3c2=O)cc1 | 3 | -46 | -12 | -61
17 | 2 | -22 | -19 | 10 | 1.1 | -1 | 2 | Cc1ccc(CCNS(=O)(=O)c2ccc(C)cc2)cc1 | 5 | -27 | -7 | 0
18 | -14 | · | -17 | 5 | -1.5 | 10 | -20 | O=C(C1=C[C@H](c2coc3ccccc3c2=O)C[C@H](OCc2ccc(CO)cc2)O1)N1CCN(Cc2ccccc2)CC1 | 10 | · | 72* | 1
19 | -7 | -6 | 5 | -3 | -0.8 | 1 | -18 | CCCCn1c(N)c(N(CC)C(=O)C(c2ccccc2)c2ccccc2)c(=O)[nH]c1=O | -4 | 2 | 1 | 10
20 | -2 | 14 | 0 | -2 | -0.8 | 13 | -4 | COC(=O)c1nn(-c2ccc(Oc3ccccc3)cc2)c(=O)cc1O | 1 | -13 | 5 | 6
21 | -15 | -10 | 10 | 8 | 1.5 | 7 | 4 | COC(=O)[C@H](Cc1ccccc1)NC(=O)Nc1ccc(OC)cc1 | -7 | 0 | -6 | -6
22 | 4 | 7 | 10 | -2 | 0.3 | 8 | 7 | O=S(=O)(Nc1ncccn1)c1ccc(NC(=S)Nc2ccccc2Cl)cc1 | 1 | 11 | -9 | 7
23 | 0 | 8 | 18 | 4 | -0.6 | 1 | 11 | O=C(c1cc(S(=O)(=O)N2CCOCC2)c(Cl)cc1Cl)N1CCCCC1 | -2 | -2 | -6 | 16
24 | 5 | 4 | 5 | -6 | -0.6 | 8 | 8 | CCOC(=O)c1c(-c2ccc(OC)cc2)csc1NC(=O)CSc1nnc(C)c(=O)[nH]1 | -7 | 1 | 2 | 6
25 | -1 | 2 | 16 | 7 | -3.1 | 8 | -3 | Nc1ccc(C(=O)OCC(=O)Nc2cccc(S(=O)(=O)NC3=NCCCCC3)c2)cc1[N+](=O)[O-] | -5 | 6 | -3 | 6
26 | 4 | -15 | 4 | 3 | 1.3 | 5 | 11 | CCC(C(=O)NC1CCCC1)N(Cc1ccccc1Cl)C(=O)c1snc(C(N)=O)c1N (stereo unspecified) | 11 | -3 | 0 | -7
27 | -2 | 14 | 10 | 0 | 1.0 | 4 | -8 | O=C1C(=O)N(Cc2cccnc2)C(c2ccccn2)/C1=C(/O)c1ccc(Br)cc1 (stereo unspecified) | 3 | 1 | -4 | -3
28 | -3 | -7 | 6 | -1 | -1.9 | 5 | 9 | O=C(CCCNS(=O)(=O)c1cccc2nsnc12)NCc1ccc(F)cc1 | 1 | -1 | -2 | 16
29 | -5 | -6 | -8 | 8 | -2.0 | -2 | -18 | COc1ccc(CC2(c3ccccc3)NC(=O)NC2=O)cc1 (stereo unspecified) | -4 | -26 | -3 | 15
30 | -2 | -28 | -42 | -5 | -2.9 | -2 | -49 | O=C(CCc1nnc(C2(c3ccc(Cl)cc3)CCC2)o1)N1CCCC1 | -12 | -9 | -6 | -54
31 | 6 | 15 | 2 | -2 | 1.4 | 23 | -3 | C=C(C)Cn1c(CCCNC(=O)CC)nc2ccccc21 | 12 | 1 | 6 | -19
32 | -10 | -16 | -1 | 3 | 0.2 | 4 | -7 | C#CCSc1nnc(-c2cccc3ccccc23)o1 | 3 | -22 | -12 | -24
33 | -11 | -11 | -11 | 1 | -1.0 | 8 | -2 | O=C(CN(C(=O)CCC(=O)Nc1nccs1)c1ccc2c(c1)OCO2)NCc1ccccc1 | -3 | -13 | 6 | -23
34 | 1 | -14 | 22 | 11 | -0.6 | 9 | -13 | COCCCNc1nc(-c2ccc(Cl)cc2)nc2ccccc12 | 0 | 12 | -16 | -16
35 | 1 | -19 | 7 | 12 | 1.3 | 5 | 17 | CCCN(CCC)C(=O)CSc1nc2ccccc2c(=O)n1CC1COc2ccccc2O1 (stereo unspecified) | -12 | 5 | 8 | 5
36 | 1 | 4 | -7 | -6 | -1.3 | 10 | -5 | CN(CC(=O)Nc1cccc(F)c1)C(=O)c1ccccc1Sc1ccccc1C#N | -4 | 8 | -6 | 23
37 | 0 | -14 | -18 | 3 | -1.3 | 11 | -47 | CC(C)c1ccc(NC(=O)c2n[nH]c(=O)c3ccccc23)cc1 | -5 | -9 | -15 | -45
38 | -7 | 9 | 6 | 4 | -0.2 | 3 | 5 | O=C(NCc1ccc(F)cc1)C1(S(=O)(=O)c2ccc(Cl)cc2)CC1 | -2 | -30 | -7 | -1
39 | 0 | -16 | -60 | 0 | -0.3 | 5 | -54 | CCOc1ccc(C(=O)N2CCc3ccccc32)cc1 | 1 | -46 | 12 | -88
40 | 2 | -3 | 9 | 7 | 0.7 | 8 | 9 | CC1(c2ccc3ccccc3c2)NC(=O)N(CC(=O)O)C1=O (stereo unspecified) | -7 | -14 | -3 | 5

In the list so far, seven have an aryl thioether with sulfur outside any ring:
# | TLR9-MyD88 block | COUP-TFII inh | NR5A2 inv ag | ABHD5 PLIN5 PPI | MC4R barr agon | MC4R antag cAMP | SRC1 inh | structure | NOD2-RIPK2 inh | SRC2 inh | EBV LMP1 NFkB | NCOA3 inh
4 | -5 | 0 | -27 | -3 | 0.3 | 7 | -9 | Cc1cccc(-n2ccnc2SCC(=O)Nc2ccc3c(c2)OCCO3)c1 | 7 | -4 | -5 | -2
6 | 6 | 3 | 1 | 1 | 4.4 | -6 | 7 | CCSc1cc(N2CCCC2)nc(-c2cccc(C)c2)n1 | 5 | -7 | -9 | 17
11 | -11 | 6 | 16 | -3 | -1.8 | -1 | -5 | CC(c1nnc(SCC(=O)NC(=O)NCc2ccco2)n1-c1ccc(Cl)cc1)N(C)C (stereo unspecified) | 1 | 25 | 4 | 13
24 | 5 | 4 | 5 | -6 | -0.6 | 8 | 8 | CCOC(=O)c1c(-c2ccc(OC)cc2)csc1NC(=O)CSc1nnc(C)c(=O)[nH]1 | -7 | 1 | 2 | 6
32 | -10 | -16 | -1 | 3 | 0.2 | 4 | -7 | C#CCSc1nnc(-c2cccc3ccccc23)o1 | 3 | -22 | -12 | -24
35 | 1 | -19 | 7 | 12 | 1.3 | 5 | 17 | CCCN(CCC)C(=O)CSc1nc2ccccc2c(=O)n1CC1COc2ccccc2O1 (stereo unspecified) | -12 | 5 | 8 | 5
36 | 1 | 4 | -7 | -6 | -1.3 | 10 | -5 | CN(CC(=O)Nc1cccc(F)c1)C(=O)c1ccccc1Sc1ccccc1C#N | -4 | 8 | -6 | 23

Bioassay records as filed in PubChem BioAssay.
